mIAP inh – blocks mouse intestinal alkaline phosphatase; purified mouse IAP, CDP-Star luminescence, 30 min; inhibition, % at 10 µM; 0.2% of 330,000 active; AID 2806;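 active = inhibition of at least 40% at 10 µM in the primary screen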;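 also: plate controls were DMSO with enzyme for no effect and no enzyme wells for full effect; values of inactives mirror those of a sister screen read the other way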
MIN6 prolif – inducers of beta-cell replication in MIN6 cells; MIN6 cells proliferation, ATPlite luminescence, 48 h; cells starved in 0.2% serum; 100% = growth in 10% serum; proliferation, % at 10 µM; 0.29% of 330,000 active; AID 2380;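 active = compounds whose signal lies at least 3.5 SD above the mean of all wells on their plate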;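 also: 0% = DMSO-treated cells in low-serum medium and 100% = 10% serum control; some compounds called inactive have numbers as strong as hits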
A3A deaminase – human APOBEC3A DNA deaminase inhibition; recombinant A3A, FAM/TAMRA ssDNA deamination fluorescence; inhibition, % at 20 µM; 0.41% of 330,000 active;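 active = at least 40% inhibition at 20 µM here, with at most 30% in a related deaminase screen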;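 also: plate controls were A3A with DMSO for no effect and wells lacking A3A enzyme for full effect; some results filed as inactive read as strong as hits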
APOBEC3G inh – APOBEC3G (human) deaminase inhibition. Q9HC16. recombinant A3G, ssDNA deamination FAM/TAMRA fluorescence. AID 493012. inhibition, % at 20 µM. 0.28% of 330,000 active;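 active = inhibition of at least 40% at 20 µM, with no more than 30% in the related APOBEC3A deaminase screen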;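 also: plate controls were DMSO wells with A3G for no effect and wells lacking A3G enzyme for full effect; some compounds called inactive have numbers as strong as hits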
Target sequence (Q9HC16 whole entry, looked up): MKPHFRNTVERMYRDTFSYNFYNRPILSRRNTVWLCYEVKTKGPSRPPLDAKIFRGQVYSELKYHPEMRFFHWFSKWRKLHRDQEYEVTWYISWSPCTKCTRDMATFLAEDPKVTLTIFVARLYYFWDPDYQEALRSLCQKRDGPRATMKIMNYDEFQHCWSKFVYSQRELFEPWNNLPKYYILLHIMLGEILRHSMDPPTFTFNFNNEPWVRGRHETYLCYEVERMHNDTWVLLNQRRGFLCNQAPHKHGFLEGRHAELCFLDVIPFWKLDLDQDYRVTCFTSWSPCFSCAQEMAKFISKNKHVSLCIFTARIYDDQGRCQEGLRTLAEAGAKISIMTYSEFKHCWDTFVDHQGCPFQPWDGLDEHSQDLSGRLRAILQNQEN
tim10-1 inh – inhibits growth of tim10-1 mutant yeast | S. cerevisiae tim10-1 ts strain growth, BacTiter-Glo, 24 h | inhibition, % at 20 µM | 2.2% of 330,000 active | AID 463190;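 active = inhibition of at least 40%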;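 also: mutant grown at 25 °C; 0% = DMSO wells with yeast and 100% = wells holding no yeast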
NLRP3 yeast inh – blocks the NALP3 inflammasome reconstituted in yeast; inhibition, % at 10 µM; 0.39% of 330,000 active; Yeast reconstituted NLRP3/ASC/caspase-1, beta-gal luminescence, 24 h;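 active = inhibition of 50% or more; inactive = inhibition below 50%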;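 also: plate controls were induced DMSO wells for no effect and uninduced yeast grown without galactose for full effect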
hIAP block – human IAP inhibition. AID 2544. 0.12% of 330,000 active. inhibition, % at 10 µM. P09923. purified IAP, CDP-Star luminescence, 30 min;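 active = inhibition reaching a set limit with compound at 10 µM in the primary screen, cut at about 35% in these data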;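 also: plate controls were DMSO wells with enzyme for no effect and no-enzyme buffer wells for full effect; values of inactives mirror those of a sister screen read the other way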
Target sequence (P09923 whole entry, looked up): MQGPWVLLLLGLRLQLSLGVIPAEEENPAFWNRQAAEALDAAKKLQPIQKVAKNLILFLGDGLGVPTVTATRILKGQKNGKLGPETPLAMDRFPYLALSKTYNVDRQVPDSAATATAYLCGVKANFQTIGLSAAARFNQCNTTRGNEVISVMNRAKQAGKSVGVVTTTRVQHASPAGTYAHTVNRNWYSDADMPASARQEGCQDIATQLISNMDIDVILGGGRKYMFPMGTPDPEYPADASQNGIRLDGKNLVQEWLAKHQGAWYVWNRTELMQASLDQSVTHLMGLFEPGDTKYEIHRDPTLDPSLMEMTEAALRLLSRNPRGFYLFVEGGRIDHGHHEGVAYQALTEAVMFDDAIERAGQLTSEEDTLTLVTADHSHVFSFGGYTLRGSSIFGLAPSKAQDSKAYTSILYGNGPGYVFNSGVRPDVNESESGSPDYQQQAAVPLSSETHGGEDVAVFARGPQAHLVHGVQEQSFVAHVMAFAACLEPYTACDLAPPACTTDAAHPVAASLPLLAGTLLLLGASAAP
TIM10 inh – inhibits growth of TIM10 yeast strain | S. cerevisiae TIM10 strain growth, BacTiter-Glo luminescence, 24 h | inhibition, % at 10 µM | 1.4% of 330,000 active;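 active = inhibition of 40% or more at the single tested concentration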;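 also: wild-type TIM10 isogenic control strain grown at permissive 25 °C; 0% = DMSO yeast wells and 100% = minimal medium wells without yeast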
mIAP act – increases mouse intestinal alkaline phosphatase activity | 0.24% of 330,000 active | activation factor at 10 µM | AID 2805 | muIAP, CDP-Star luminescence, 30 min; active compounds read high; 1 = vehicle-only enzyme signal, 0 = enzyme-free wells;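 active = activation factor of at least 2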; also: the source names both 10 and 20 µM as test concentration; values of inactives mirror those of a sister screen read the other way
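also added = chemiluminescent substrate CDP-Star | test system = mouse IAP enzyme | signal = chemiluminescence readout | compound = DMSO-dissolved test compounds | incubation = 30 min at room temperature | benchmarks = DMSO wells, no-enzyme wells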
Active calls of the source: *.

SMILES	mIAP inh	MIN6 prolif	A3A deaminase	APOBEC3G inh	tim10-1 inh	NLRP3 yeast inh	hIAP block	TIM10 inh	mIAP act
COc1ccc(N2CCN(C(=O)CSc3nc4c(c(=O)n(C)c(=O)n4C)n3C(C)C)CC2)cc1	1	-2	-1	-5	17	3	-7	15	0.99
CN(C)S(=O)(=O)c1ccc(C(=O)/C=C/c2cccnc2)cc1	-2	-4	-2	-10	-17	18	4	-15	1
COc1cc(C(=O)Nc2ccc(NC(=O)c3ccccc3Cl)nc2)cc(OC)c1OC	-1	1	-1	-10	27	21	2	10	1
CCCn1nc(C(=O)NCCc2ccc(S(N)(=O)=O)cc2)c2ccccc2c1=O	4	-2	3	0	6	2	-3	-12	0.96
CN(C)C(CNC(=O)c1cccc(S(=O)(=O)NCc2ccccc2)c1)c1ccco1 (stereo not given)	3	-2	-1	-6	-4	-3	2	-5	0.97
COc1ccc(NC(=O)CN2CCN(c3ccc(Cl)cc3)CC2)c(OC)c1	6	-3	-5	-7	30	18	-65	9	0.94
Cc1ccc(C2(C)NC(=O)N(CC(=O)c3ccc4c(c3)OCCO4)C2=O)cc1 (stereo not given)	0	-1	-1	-8	22	8	14	36	1
CC1CCCCC1NC(=O)COC(=O)COc1ccccc1F (stereo not given)	0	-1	-4	-5	13	7	1	-5	1
CCCSc1ncc(Cl)c(C(=O)Nc2ccc(S(=O)(=O)N3CC(C)OC(C)C3)cc2)n1 (stereo not given)	15	-4	1	1	26	12	0	12	0.85
N#CC1(NC(=O)CN2CCN(S(=O)(=O)c3ccccc3F)CC2)CCCC1	-8	-4	6	0	-5	5	-4	-9	1.1
CNC(=O)NC(=O)COc1c(F)c(F)cc(F)c1F	-8	-2	0	0	8	-17	-10	9	1.1
Clc1cc2nc(-c3cccnc3Cl)[nH]c2cc1Cl	6	-1	-2	-8	-11	23	6	-7	0.94
Cc1ccc(CNC(=O)C2(S(=O)(=O)c3ccccc3)CC=CC2)cc1	-3	-5	-2	-5	9	-4	5	10	1
CCn1c(SCC(=O)Nc2c(C#N)cnn2-c2ccccc2)nnc1-c1cccs1	-2	1	4	-3	-7	5	1	7	1
Cc1cccc(N2CCN(C(=O)CCS(=O)(=O)c3ccc(Br)cc3)CC2C)c1 (stereo not given)	-5	-1	45*	18	-9	31	7	-5	1
NS(=O)(=O)c1ccc(CCNC(=O)C2CCN(C(=O)Nc3ccccc3)CC2)cc1	3	0	-3	-3	-13	12	5	0	0.97
Cc1ccc2oc(=O)c3cnn(CC(=O)N(CCCN4CCOCC4)Cc4ccco4)c3c2c1	-8	-3	-4	-12	17	11	-18	10	1.1
COc1ccc(OC)c(NC(=O)CCNS(=O)(=O)c2cc(Br)cnc2N)c1	6	0	-4	-6	25	8	-7	11	0.94
Cc1cc(C(=O)OCC(=O)Nc2ccccc2Br)c(C)o1	-4	1	2	-5	-2	4	1	-16	1
CCOC(=O)C1CCN(c2cc3c(cc2NC(=O)c2ccccc2Br)n(C)c(=O)n3C)CC1	-4	-4	-7	-4	8	-4	11	13	1
CCC1CCCCN1S(=O)(=O)c1ccc(C(=O)N(CCCN(C)C)c2nc3cc4c(cc3s2)OCO4)cc1 (stereo not given)	6	-8	1	-2	46*	10	-14	50*	0.94
Cc1nn(C(C)C(=O)NCCCN2CCCCCC2)c(=O)c2c1sc1ccccc12 (stereo not given)	-2	-1	-4	-1	-4	9	6	-2	1
Cc1ccc(OCCSc2nc(N)cc(N)n2)cc1	8	1	2	-2	15	28	-2	12	0.92
COCCNC(=O)c1onc(CSc2ccncc2)c1C(=O)NCCOC	-4	2	-1	-10	-27	24	-1	-14	1
c1ccc(-c2cn(C[C@H]3CC[C@H](Cn4cc(-c5ccccn5)nn4)O3)nn2)nc1	-4	-1	1	5	2	10	-8	-5	1
COc1ccc(C)cc1NC(=O)C(=O)NNC(=O)c1ccco1	11	1	1	-2	-5	16	-90	-18	0.89
CN(c1ccccc1)S(=O)(=O)c1cccc(C(=O)NCc2ccccc2)c1	6	3	-2	-4	18	2	1	-6	0.94
COc1cc(OC)cc(C(=O)NNC(=O)CCc2nc3ccccc3c(=O)[nH]2)c1	11	0	25	3	-9	-3	-10	8	0.89
COc1ccc(C(=O)N2CCN=C2c2ccccc2)cc1OC	4	2	-1	-1	-5	8	6	-5	0.96
Cc1ccc(NC(=O)C2C3C=CC4(O3)C2C(=O)N(CCN2CCOCC2)C4C(=O)NC2CCCCC2)cc1C (stereo not given)	0	1	-1	-8	-20	-5	2	13	1

Continued; it opens with the three that closed the last part.
SMILES	mIAP inh	MIN6 prolif	A3A deaminase	APOBEC3G inh	tim10-1 inh	NLRP3 yeast inh	hIAP block	TIM10 inh	mIAP act
COc1cc(OC)cc(C(=O)NNC(=O)CCc2nc3ccccc3c(=O)[nH]2)c1	11	0	25	3	-9	-3	-10	8	0.89
COc1ccc(C(=O)N2CCN=C2c2ccccc2)cc1OC	4	2	-1	-1	-5	8	6	-5	0.96
Cc1ccc(NC(=O)C2C3C=CC4(O3)C2C(=O)N(CCN2CCOCC2)C4C(=O)NC2CCCCC2)cc1C (stereo not given)	0	1	-1	-8	-20	-5	2	13	1
Cc1ccc(NS(=O)(=O)c2cccc(C(=O)N3CCCCCC3)c2)cc1	1	0	3	0	19	17	8	3	0.99
Cc1ccccc1C(=O)NC(C(=O)Nc1nc2c(s1)CCCC2)C(C)C (stereo not given)	-4	0	4	1	18	-4	22	17	1
O=C(N1CCN(c2ccccn2)CC1)C(Cl)(Cl)Cl	0	0	1	5	20	24	5	2	1
Nc1c(Cl)ncnc1N/N=C/c1ccncc1	12	0	-3	-3	-1	27	-6	16	0.88
C=CCSc1nc2ccccc2n1Cc1nnc(-c2cccs2)o1	5	-2	-2	-8	24	27	6	23	0.95
COc1cccc(C2=NOC(C(=O)Nc3ccc4c(c3)OCO4)C2)c1OC (stereo not given)	8	3	4	-4	-1	4	9	2	0.92
CCCC(=O)Nc1ccc(NC(=O)c2cccc(OC)c2)nc1	-11	0	2	1	3	4	12	2	1.1
CN1C(=O)c2ccccc2C(C(=O)NCc2ccco2)C1c1c[nH]c2ccccc12 (stereo not given)	-1	-1	-2	-5	0	7	-7	-5	1
COC(=O)c1ccc(N2CCCCC2)c(N)c1	-3	-2	-3	-11	12	11	0	11	1
O=C(CSc1nnc(-c2ccccc2Br)o1)N1CCOCC1	1	0	-3	-3	17	17	1	-1	0.99
COc1cccc(CN2CC(C(=O)NCCc3ccc(C)s3)CCC2=O)c1 (stereo not given)	-5	-5	-1	-10	-4	12	-13	-4	1
Cc1nnc(SCC(=O)NC2CCCC2)n1CCc1ccccc1	2	-1	-5	-10	-16	4	9	12	0.98
Cc1cc(C)c(C(=O)COC(=O)C2CC3CCCC(C2)C3=O)c(C)c1 (stereo not given)	-4	0	0	-3	38	-1	-2	19	1
CN(C)c1ccc2nsnc2c1[N+](=O)[O-]	13	-2	-1	-7	-4	27	14	7	0.87
COc1ccc(NC(=O)Nc2nnc(C(C)C)s2)cc1	8	-3	-2	-6	27	4	-22	35	0.92
O=C1CN(C(=O)COC(=O)CCS(=O)(=O)c2ccccc2)c2ccccc2N1	-5	-5	3	-3	8	12	-13	2	1.1
Cc1ccc(S(=O)(=O)N2CCN(CC(=O)NC3CCCc4ccccc43)CC2)c(C)c1 (stereo not given)	-27	-2	7	1	33	8	-3	15	1.3
Cn1c(C(=O)N(Cc2ccccc2)Cc2cccs2)cc2sccc21	-3	-5	8	1	29	-11	13	30	1
CC1=CN2C(=N)/C(=C/c3ccc(C)o3)C(=O)N=C2S1	9	0	-1	-4	19	19	-35	21	0.91
COc1ccc(C/C(C)=N/NC(=O)c2ccncc2)cc1	8	-4	3	-9	12	-7	-26	4	0.92
CCCCOC(=O)Nc1ccc(S(=O)(=O)Nc2nccs2)cc1	-11	1	-9	-5	-3	-1	-12	-24	1.1
COc1ccc(S(=O)(=O)NCC2CCCN(C(=O)C=C(C)C)C2)cc1 (stereo not given)	-12	-3	-10	-10	26	27	-6	0	1.1
Nc1c(C(=O)NC2CCCC2)c2nc3ccccc3nc2n1/N=C/c1cccnc1	10	-4	-2	-7	16	6	-5	-12	0.9
COc1ccccc1NC(=O)C(C)OC(=O)CC1CCCCC1 (stereo not given)	-11	5	-3	-1	29	17	-47	-11	1.1
CC(C)Cc1ccc(CN2CCCC(NC(=O)c3ccnn3C)C2)cc1 (stereo not given)	2	-6	-5	-7	14	11	-18	5	0.97
O=C(CC(C(=O)O)N1CCOCC1)Nc1ccc(Cl)cc1 (stereo not given)	-9	-3	11	2	5	12	5	0	1.1
C[C@H]1C=C(C(=O)NCc2nc3ccccc3[nH]2)O[C@@H](OCc2ccc(CO)cc2)C1	-12	-5	-3	-10	-6	1	3	5	1.1
O=C(CSc1nc(C2CC2)nc2ccccc12)Nc1ccccc1N1CCOCC1	4	1	-2	-9	0	16	19	10	0.96
O=C(CSc1nnc(NC(=O)c2c(F)cccc2F)s1)NCc1ccc(F)cc1	-7	-4	-1	-3	-8	13	-4	-7	1.1
CN(C)c1ccc(/C=N/NC(=O)c2cc(=O)[nH]c3ccccc23)cc1	4	-2	0	-1	-1	-9	0	-15	0.96
COc1ccc(/C=N/NC(=O)c2ccc(NC(=O)C3CCCCC3)cc2)cc1O	-12	3	2	1	11	-15	13	0	1.1
C[n+]1ccccc1Nc1cc([N+](=O)[O-])ccc1N	10	3	63*	19	10	21	8	3	0.9
CCOCCOc1nc2c(c(=O)n(C)c(=O)n2C)n1Cc1ccc(C)cc1	-8	-1	1	-5	10	10	2	-4	1.1
CCOC(=O)C1CCN(c2c(NCc3ccc(C(=O)NC(C)CC)cc3)c(=O)c2=O)CC1 (stereo not given)	0	-3	2	-11	-18	-4	2	-6	1
O=C(COc1ccc2c3c(c(=O)oc2c1)CCC3)NC(Cc1ccc(Cl)cc1)C(=O)O (stereo not given)	-1	-1	3	-5	6	10	6	3	1
O=C(Cn1ncc2c(=O)oc3ccccc3c21)N1CCc2ccccc2C1	0	1	3	8	18	6	16	9	1
CC1(/[N+]([O-])=C/c2ccc(F)cc2)CCCCC1=O (stereo not given)	-8	2	5	-6	0	1	-26	5	1.1
CCN(CC)CCCNC(=O)CSc1nc(C)cc(C)n1	6	-3	1	-4	-6	8	-4	0	0.94
CN(C)S(=O)(=O)c1ccc(N2CCCC2)c(C(=O)NC2CCC(O)CC2)c1 (stereo not given)	-7	4	12	-7	-15	-16	2	-4	1.1
Cc1onc(-c2ccccc2Cl)c1C(=O)Nc1ccc(F)c(F)c1	0	-2	1	-7	32	5	0	25	1
NC(=S)NNc1cc(Cl)cc(Cl)c1	11	-1	2	4	12	25	6	3	0.89
CCc1nc(SCC(=O)Nc2cc(C)on2)c2c(=O)n(C)c(=O)n(C)c2n1	-4	-3	2	2	9	9	-2	-4	1
Cc1ccc(OCc2cc(C(=O)NC(C)Cc3cccnc3)no2)cc1C (stereo not given)	8	0	-3	-4	14	28	13	7	0.92
CN1CCC(OC(=O)c2ccccc2Cl)CC1	0	-2	3	-2	4	11	-7	-4	1
O=[N+]([O-])c1cc(C(F)(F)F)cc([N+](=O)[O-])c1NCc1cccnc1	13	0	0	-5	21	24	10	20	0.87
CCOC(=O)c1c(CC(C)C)csc1N	-9	5	-4	-7	3	-6	-1	-12	1.1
